# Screening data from PubChem.
# KCNK3 inh: human KCNK3 channel inhibition, primary screen | B-score at 10 µM | 340,000 tested, 0.84% active | O14649 | CHO-KCNK3 thallium flux, FluxOR fluorescence; hits give low values;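 active means B-score under library mean minus 4 SD, starting fluorescence ratio at most library mean plus 5 SD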;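 further: more negative B-score means stronger inhibition of thallium flux through KCNK3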
# Target sequence (O14649 whole entry, looked up): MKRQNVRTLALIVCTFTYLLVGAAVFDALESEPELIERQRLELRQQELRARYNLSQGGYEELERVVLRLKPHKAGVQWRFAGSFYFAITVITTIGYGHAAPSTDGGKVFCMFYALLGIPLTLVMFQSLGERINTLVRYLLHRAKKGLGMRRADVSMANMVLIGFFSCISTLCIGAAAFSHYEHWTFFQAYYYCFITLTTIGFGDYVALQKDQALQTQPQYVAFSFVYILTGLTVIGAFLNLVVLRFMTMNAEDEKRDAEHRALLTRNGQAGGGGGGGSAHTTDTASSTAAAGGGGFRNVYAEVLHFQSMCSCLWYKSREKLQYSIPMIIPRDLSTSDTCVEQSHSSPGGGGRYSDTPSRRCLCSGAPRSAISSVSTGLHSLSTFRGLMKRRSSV
# RGS4 block: human RGS4 inhibition; P49798; HEK293 M3R/RGS4 inducible, Fluo-4 calcium flux; hits give high values; triggered by carbachol at its EC20; B-score at 10 µM; 310,000 tested, 0.45% active; AID 463165;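 active means B-score, a plate-corrected calcium signal, over three deviations above library mean, with baseline fluorescence within five deviations of library mean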;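 further: RGS4 expression induced by doxycycline in cells with stable M3 receptor; B-score is computed from the integrated fluorescence ratio over baseline after carbachol; higher B-score means a larger calcium signal and so more RGS4 inhibition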
# Target sequence (P49798 whole entry, looked up): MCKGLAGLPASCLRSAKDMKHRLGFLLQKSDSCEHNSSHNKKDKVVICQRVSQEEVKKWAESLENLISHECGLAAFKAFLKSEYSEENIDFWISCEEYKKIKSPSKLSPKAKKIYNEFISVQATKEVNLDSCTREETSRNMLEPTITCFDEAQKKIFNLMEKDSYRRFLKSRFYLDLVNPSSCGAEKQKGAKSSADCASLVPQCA
# RGS4 act: RGS4 potentiation or activation; HEK293 M3R/inducible RGS4, carbachol calcium flux Fluo4; hits give low values; B-score at 10 µM; 310,000 tested, 0.92% active;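 active means B-score of the integrated calcium signal more than 4 SD below the library mean, with starting fluorescence not abnormally high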;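 further: negative B-score means reduced calcium response which marks RGS4 activation or potentiation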
#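 Material: M3R-expressing HEK293 line, RGS4 induced by doxycycline | Schedule: Overnight RGS4 induction, 30 min dye load 37 °C, 20 min compound RT | Measured by: Fluo4 fluorescence kinetic imaging of calcium | Read-out: Integrated calcium ratio converted to B score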
# KCNQ1 inh: human KCNQ1 channel inhibition. B-score at 10 µM. AID 2642. 310,000 tested, 1.3% active. CHO-K1 KCNQ1, FluxOR thallium flux fluorescence; hits give high values. P51787;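 active means compounds whose thallium flux B-score, printed positive for inhibition, exceeds three library SD while starting fluorescence stays within three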;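 further: channel opened by potassium depolarization with thallium stimulus after 20 min compound exposure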
# Dyrk1A ADPGlo: blocks rat Dyrk1A kinase activity; Q63470; ADP-Glo luminescence, NFATc1 peptide; inhibition, % at 12.5 µM; 310,000 tested, 0.43% active; in the data active means inhibition above about 50%;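 further: plate controls were vehicle with enzyme for no effect and no enzyme for full effect; many of its hits are not listed in these tables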
# hERG protect: compounds protecting human hERG from proarrhythmic drug block; Q12809; activation (rescue from dofetilide block), less the hit threshold, % at 10 µM; AID 1511; CHO-hERG, FluxOR thallium flux, dofetilide IC70 present; 310,000 tested, 0.51% active;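 active means activation above the mean of controls blocked by dofetilide plus 5 SD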;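 further: thallium influx through hERG after potassium depolarization seen as dye fluorescence rise; in these data hits start at about 4.7%; inactives centre near -7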
# KCNQ1 pot: potentiates or activates the human KCNQ1 potassium channel; P51787; CHO-K1 KCNQ1, thallium flux FluxOR fluorescence; hits give high values; B-score at 10 µM; 310,000 tested, 0.35% active; AID 2648;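 active means fluorescence ratio B-score, a plate-corrected score, at least three library SD, with initial intensity B-score within 5 SD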
#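 System: CHO-K1 cells stably expressing KCNQ1 / Medium: assay buffer for compound exposure, DMSO matched across wells / Reagent: thallium- and potassium-containing depolarizing buffer / Compound: one concentration, matched DMSO / Incubation: 20 min compound pretreatment at room temperature / Measured by: kinetic FluxOR fluorescence, 10 s baseline plus 110 s post-stimulus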
# GSK3 alpha inh: inhibitors of human GSK-3 alpha kinase; P49840; ADP-Glo luminescence, 60 min; inhibition, % at 10 µM; 320,000 tested, 0.1% active;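 in the data active means inhibition above about 50%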;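 further: GST-tagged GSK-3 alpha with peptide substrate and 25 µM ATP; 0% = DMSO neutral wells and 100% = GW8510 positive control wells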
# Target sequence (P49840 whole entry, looked up): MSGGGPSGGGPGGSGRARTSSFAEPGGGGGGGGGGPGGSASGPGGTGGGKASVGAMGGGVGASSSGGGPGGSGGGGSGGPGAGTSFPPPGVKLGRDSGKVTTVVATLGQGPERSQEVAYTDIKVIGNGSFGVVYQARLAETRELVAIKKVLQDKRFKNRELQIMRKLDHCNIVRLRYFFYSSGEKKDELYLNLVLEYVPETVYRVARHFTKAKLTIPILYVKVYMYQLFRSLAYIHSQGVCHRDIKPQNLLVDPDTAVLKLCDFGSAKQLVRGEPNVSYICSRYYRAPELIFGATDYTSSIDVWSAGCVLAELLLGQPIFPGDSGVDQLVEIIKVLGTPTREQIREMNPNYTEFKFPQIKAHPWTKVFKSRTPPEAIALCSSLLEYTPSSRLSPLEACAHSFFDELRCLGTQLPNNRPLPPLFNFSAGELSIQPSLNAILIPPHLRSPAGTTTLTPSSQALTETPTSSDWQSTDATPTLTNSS
# GSK3beta inhib: blocks human GSK3beta kinase activity. GST-GSK3beta kinase, ADP-Glo luminescence, 60 min; hits give low values. activity score (negative = inhibition), % at 10 µM. 300,000 tested, 0.038% active. AID 2097;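 active means more than half of replicate wells score below -50%, meaning over 50% inhibition versus plate controls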;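 further: 0% = median DMSO wells and -100% = median GW8510 positive control wells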
#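 Test system – GST-tagged human GSK3beta kinase, cell-free · Incubation – 60 min enzyme reaction, room temperature · Signal – ADP-Glo luminescence · Also added – peptide substrate and ATP at 25 µM · Controls – DMSO neutral wells and GW8510 at 20 µM as positive · Buffer or medium – Tris/MgCl2 kinase buffer · Measure – Luminescence-derived activity versus plate DMSO and GW8510 wells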
# PolyA inh: blocks polyadenylation in yeast reporter cells; S. cerevisiae SKY197-pL101 polyadenylation reporter, beta-gal luminescence; efflux-impaired pdr1/pdr3 knockout yeast; score 100 = 6 SD above DMSO; calls only at 12 µM; 300,000 tested, 0.02% active; AID 1875;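 active means lowest replicate activity score at least 50, where 100 means six control SD above control mean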;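 further: yeast exposed to compound for 9 h at 30 °C; higher score means more reporter readthrough which indicates perturbed polyadenylation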
# KCNK9 inh: inhibitors of human KCNK9 two-pore domain potassium channel; B-score at 10 µM; Q9NPC2; AID 488922; 310,000 tested, 1.2% active; HEK293 KCNK9, FluxOR thallium flux fluorescence; hits give low values;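 active means ratio B-score over 3 SD below the library mean, with starting fluorescence within 5 SD of its mean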;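 further: negative B-score means less thallium flux so channel inhibition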
# * marks the source's active call; other numbers are inactive results; i = inactive; . = not tested or not shown. These rows are one share of the data; rates above refer to the full screens.
no.	SMILES	hERG protect	KCNK9 inh	PolyA inh	GSK3 alpha inh	GSK3beta inhib	KCNK3 inh	Dyrk1A ADPGlo	KCNQ1 pot	RGS4 block	KCNQ1 inh	RGS4 act
1	CCOc1ccc(S(=O)(=O)N2CCC(C(N)=O)CC2)c2ccccc12	-6	i	i	-1	.	i	-15	i	i	i	i
2	COc1ccc(CN(C)CC(=O)Nc2sc3c(c2C#N)CCC3)c(OC)c1	-13	i	i	-2	2	i	0	i	i	i	i
3	CCc1nnc(NC(=O)CSc2nnc(COc3ccccc3C)o2)s1	-13	i	i	-2	1	i	7	i	i	i	i
4	c1ccc2c(-c3nnc(SCc4cn5ccccc5n4)o3)c[nH]c2c1	-5	i	i	9	1	i	-1	i	i	i	i
5	CN(CC(=O)Nc1ccc(F)cc1)C(=O)c1ccccc1OCc1ccc(F)cc1	-9	i	i	1	4	i	-4	i	i	i	i
6	COc1ccccc1CNC(=O)CNC(=O)Cn1cnc2ccccc2c1=O	-7	i	i	-2	-1	i	-5	i	i	i	i
7	Cn1ncc([N+](=O)[O-])c1C(=O)Nc1ccc(C2CCCCC2)cc1	-2	i	i	-2	1	i	2	i	i	i	i
8	C=CCNC(=O)c1onc(CCl)c1C(=O)OC	-4	i	i	-2	1	i	1	i	i	i	i
9	O=C(Oc1ccccc1Cl)C1CCN(C(=O)c2ccc(F)cc2)CC1	-14	i	i	-1	0	i	9	i	i	i	i
10	O=C(CNC(=O)OCc1ccccc1)Oc1ccc2ccc(=O)oc2c1	-12	i	i	0	6	i	3	i	i	i	i
11	CC(=O)Nc1ccc2oc(-c3cc(F)c(F)cc3Cl)nc2c1	-11	i	i	0	0	i	-4	i	i	i	i
12	CC(C)NS(=O)(=O)c1ccc(CCC(=O)Nc2ccc3c(c2)OCO3)cc1	-5	i	i	5	6	i	3	i	i	i	i
13	CCOC(=O)C1=C(O)/C(=C\c2cccs2)N=C1C	-10	i	i	-1	3	i	1	i	i	i	i
14	COC(=O)c1ccccc1NC(=O)c1ccc(-c2ccc(Br)cc2)o1	-3	i	.	1	0	i	0	i	i	i	i
15	Cc1cc(C)n2nc(SCCC(=O)NCc3ccccc3)nc2n1	0	i	i	-2	-23	i	1	i	i	i	i
16	Cc1cccc(Nc2nc(N)c([N+](=O)[O-])c(N3CC(C)CC(C)C3)n2)c1 (stereo not drawn)	-12	i	i	-3	-3	i	7	i	i	i	i
17	O=C(N/N=C/c1ccccc1[N+](=O)[O-])c1cnccn1	-6	i	i	-1	0	i	.	i	i	i	i
18	CC(C)CN(C(=O)COC(=O)c1ccc2c(c1)NC(=O)CS2)C1CCS(=O)(=O)C1 (stereo not drawn)	-20	i	i	-7	0	i	-2	i	i	i	i
19	Cc1cc(C)n(CCOC(=O)c2sc3ccccc3c2Cl)n1	-12	i	i	4	1	i	15	i	i	i	i
20	CCCC(=O)Nc1ccc(C(=O)n2nnc3ccccc32)cc1	-12	i	i	-1	-3	i	2	i	i	i	i
21	CCOc1ccc(C2=Nn3c(nnc3-c3cccnc3)SC2)cc1	-10	i	i	4	2	i	0	i	i	i	i
22	CN(C(=O)CN1C(=O)S/C(=C\c2ccccc2)C1=O)C1CCS(=O)(=O)C1 (stereo not drawn)	-14	i	i	-2	4	i	0	i	i	i	i
23	CC1(C)Cc2nc3sc4c(=O)n(Cc5ccccc5)cnc4c3cc2CS1	-5	i	i	-1	-1	i	2	i	i	i	i
24	CC(C)CC(NC(=O)C1CCC(=O)N1C(=O)OCc1ccccc1)C(=O)NC(Cc1ccccc1)C(N)=O (stereo not drawn)	-8	i	i	-2	2	i	-8	i	i	i	i
25	CCN(Cc1ccccc1)S(=O)(=O)c1cc(C(=O)NCC2CCCCC2)ccc1OC	-7	i	i	0	-2	i	-12	i	i	i	i
26	O=S(=O)(c1cccs1)N1CCC(Cc2ccccc2)CC1	-4	i	i	0	1	i	-8	i	i	i	i
27	O=C(CN1C(=O)NC2(CCCC2)C1=O)N1CCN(c2cccc(C(F)(F)F)c2)CC1	-12	i	i	-1	1	i	-2	i	i	i	i
28	CCc1nnc(NC(=O)Cn2nnc(-c3ccccc3F)n2)s1	-8	i	i	-2	2	i	1	i	i	i	i
29	Cc1ccccc1NC(=O)c1ccc2snnc2c1	-11	i	i	1	-1	i	3	i	i	i	i
30	Cn1c(CN2CCN(c3ccccc3NS(C)(=O)=O)CC2)nc2ccccc21	-4	i	i	-1	-1	i	-4	i	i	i	i
31	Cc1cc(C)c(S(=O)(=O)N2CCc3ccccc32)c(C)c1	-11	i	i	-1	0	-13*	-1	i	i	6*	i
32	O=C(CSc1nnc(NC(=O)c2ccco2)s1)Nc1ccccc1Cl	-7	i	i	0	0	i	-8	i	i	i	i
33	CCOc1ccccc1N1C(=O)CC(Sc2nccc(C)n2)C1=O (stereo not drawn)	-2	i	i	-2	-1	i	-9	i	i	i	i
34	Cc1ccc2nc(NC(=O)COC(=O)CSc3nc(C)cc(C)n3)sc2c1	-10	i	i	-1	-4	i	16	i	i	i	i
35	CC(=O)c1cccc(NC(=O)C2CCCCC2)c1	-10	i	i	1	-1	i	-4	i	i	i	i
36	CCOc1cc(/C=N/NC(=O)c2cccs2)cc([N+](=O)[O-])c1O	-10	i	i	.	-25	i	1	i	i	i	i
37	COc1cc(OC)c(OC)cc1CN1CCCC(C(=O)c2ccccc2SC)C1 (stereo not drawn)	-9	i	i	-2	3	i	.	i	i	i	i
38	CN(C)/C(=N\S(=O)(=O)c1ccc(F)cc1)c1ccccc1	-11	i	i	-1	-9	i	-3	i	i	i	i
39	Cc1ccc(-c2nc(CS(=O)(=O)CC(=O)N3CCN(C)CC3)c(C)o2)cc1	-4	i	i	-1	1	i	.	i	i	i	i
40	CC(C)(C)c1ccc(NC(=O)Nc2ccc(F)cc2)cc1	-12	i	i	1	2	i	-2	i	i	i	i
41	Cc1occc1C(=O)N1CCCC(Nc2ccc(C(C)C)cc2)C1 (stereo not drawn)	-3	i	i	0	-1	i	6	i	i	i	i
42	Cn1c(C(=O)NCCN2CCOCC2)cc2c(=O)n3ccccc3nc21	-6	i	i	-5	0	i	-4	i	i	i	i
43	COc1ccc(C=O)cc1CN1CCCN(Cc2ccccc2F)S1(=O)=O	-2	i	i	-4	2	i	8	i	i	i	i
44	Cc1ccc2[nH]c(=O)c(CN(Cc3ccco3)C(=O)c3ccncc3)cc2c1	-12	i	i	2	0	i	-11	i	i	i	i
45	Cc1csc(NC(=O)CSCc2c(C)noc2C)n1	-10	i	i	1	-1	i	-6	i	i	i	i
46	Cc1cc(C)c2nc(Cl)c(C3NC(=O)c4ccccc4N3)cc2c1 (stereo not drawn)	-5	i	i	-2	2	i	0	i	i	i	i
47	Cc1ccnc(NS(=O)(=O)c2ccc(NC(=O)Cc3ccc(F)cc3)cc2)n1	-8	i	i	-1	0	i	1	i	i	i	i
48	O=C(C1CC1)N1CCc2cc(Br)cc(S(=O)(=O)NCc3ccc4c(c3)OCO4)c21	-13	i	i	-2	-2	i	-8	i	i	i	i
49	Cc1nnc(SCC(=O)N2CCc3ccccc3C2)n1-c1ccccc1	-4	i	i	4	1	i	7	i	i	i	i
50	O=S1(=O)N=C(N(CCO)/N=C/c2ccncc2)c2ccccc21	-3	i	i	7	1	i	11	i	i	i	i
51	O=[N+]([O-])c1cnn(-c2nc(-c3ccccc3)cc(C(F)(F)F)n2)c1	-10	i	i	1	1	i	-1	i	i	i	i
52	C=CCN(CC=C)C(=O)c1c(OC)cccc1OC	-6	i	i	10	1	i	-2	i	i	i	i
53	Cc1ccc(C(=O)NS(=O)(=O)c2ccccc2)cc1	-6	i	i	-3	2	i	0	i	i	i	i
54	O=C(NC(=S)N1CCN(c2ccc([N+](=O)[O-])cc2)CC1)c1ccccc1F	-4	i	i	1	3	i	-3	i	i	i	i
55	COc1cc(OC)c(NC(=S)NCc2ccc(F)cc2)cc1Cl	-5	i	i	-2	2	i	2	i	i	i	i
56	CCCCc1nn2c(N)c(/C=C3\C=Nc4ccccc43)c(=O)nc2s1	-4	i	i	0	2	i	-4	i	i	i	i
57	CC(c1ccco1)N(C(=O)c1ccccc1NS(=O)(=O)c1cc([N+](=O)[O-])ccc1Cl)c1ccccn1 (stereo not drawn)	-12	i	i	-4	1	i	-4	i	i	i	i
58	CC(C)(C)C(=O)OCCn1c(=O)c2cc3c(=O)n(CCOC(=O)C(C)(C)C)c(=O)c3cc2c1=O	-5	i	i	-2	-4	i	-4	i	i	i	i
59	OCC1(Cc2ccccc2)CCN(Cc2ccc(-c3ccco3)cc2)CC1	-11	i	i	-1	-27	i	2	i	i	i	-10*
60	CC(C)OCCCn1c(NN)nc2ccccc2c1=O	-3	i	i	-1	0	i	7	i	i	i	i

# Other entries follow.
no.	SMILES	hERG protect	KCNK9 inh	PolyA inh	GSK3 alpha inh	GSK3beta inhib	KCNK3 inh	Dyrk1A ADPGlo	KCNQ1 pot	RGS4 block	KCNQ1 inh	RGS4 act
61	CCCCCCN1CC(O)=C(c2nc3ccccc3[nH]2)C1=N	0	i	i	-1	-1	i	.	i	i	i	i
62	CC(C)C(=O)NC(=S)Nc1ccc(CN2CCOCC2)cc1	-6	i	i	0	1	i	13	i	i	i	i
63	Cc1cccc(Sc2nc(-c3ccccc3)ncc2C(=O)O)c1	-7	i	i	-3	1	i	3	i	i	i	i
64	Cn1c(-c2ccc(F)cc2)cnc1SCC(=O)NCc1ccco1	-11	i	i	-4	3	i	1	i	i	i	i
65	CCn1c(NCCc2ccc(OC)c(OC)c2)nc2c1c(=O)n(C)c(=O)n2C	-9	i	i	1	1	i	0	i	i	i	i
66	CCc1cccc(C)c1NC(=S)NCc1ccccc1	-8	i	i	-2	4	i	0	i	i	i	i
67	OCCn1c(-c2ccc(F)cc2)csc1=Nc1ccccc1	-17	i	i	-1	0	i	0	i	i	i	i
68	COC(=O)c1ccc(C(=O)OC)c(NC(=O)COc2ccccc2OC)c1	-11	i	i	0	0	i	-4	i	i	i	i
